GSIS activator = GLuc luminescence reporter in INS-1E cells, primary screen for activators of glucose-dependent secretion of insulin. INS-1E GLuc reporter insulin secretion, 2-3 h. activation, % at 16.6 µM. 0.61% of 370,000 active;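 active = lowest replicate activation of at least 40%, so every replicate reaches that level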;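 note: 0% = median of neutral control wells and 100% = median of IBMX positive control wells; some compounds called inactive have numbers as strong as hits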
PAX8 inh HTS = inhibitors of PAX8-driven TPO luciferase reporter, primary screen, RMG-I cells, single concentration; SteadyGlo, 24 h; inhibition, % at 12.6 µM; 1.2% of 360,000 active; AID 652154, 2013;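 active = mean replicate inhibition at least 60% with every replicate also reaching 60%; inconclusive = only one of the two criteria is met; inactive = mean below 60% and not all replicates reaching 60%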;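 note: luciferase light reporting Pax8 driven TPO promoter activity; plate controls were median of neutral control wells for no effect and mitoxantrone controls for full effect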
Statin myotox sup = suppressors of statin myotoxicity in C2C12 myotubes, primary screen, cell-based, single point, plate reader. AID 602340, 2012. C2C12 myotubes + simvastatin, ATP luminescence, 48 h; scaled: DMSO 0, geranylgeraniol control 100. rescue of ATP level, % at 7.49 µM. 0.78% of 330,000 active;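 active = mean ATP rescue above about 67%, or every replicate alone reaching that limit, limit read from the data, passing the limit was not always enough; inconclusive = no clear call, values can overlap the other calls; inactive = mean under the limit and some replicate under it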;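 note: myotubes were challenged with 10 µM simvastatin during compound exposure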
ARNT TACC3 PPI = disruptors of ARNT/TACC3 protein interaction, primary screen, biochemical, AlphaScreen, single concentration; AlphaScreen His-ARNT PAS-B/GST-TACC3 binding, luminescence; TACC3 fragment carries E629A point mutation; inhibition, % at 9.99 µM; 0.66% of 390,000 active;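 active = mean inhibition of replicates at least 50% and at least half of replicates each reaching 50%; inconclusive = half or more replicates reach 50% but mean below 50%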;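 note: 0% = complete ARNT plus TACC3 wells and 100% = ARNT alone without TACC3; many hits fall short of the cut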
Cneo AK release = Cryptococcus neoformans cell lysis inducers, primary screen, AK release luminescence, single concentration. C. neoformans lysis, adenylate kinase release luminescence, 4 h; normalised: neutral wells 0, clomiphene wells 100. lysis activity, % at 15 µM. 0.2% of 360,000 active;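 active = mean lysis activity across replicates of at least 80%, whatever share of replicates individually reach that level; inactive = mean lysis activity below 80%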
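Material – log-phase Cryptococcus neoformans yeast cells · Input – 5 × 10^6 yeast cells/mL · Medium – fresh YPD growth medium · Doses – single compound concentration per well · Timing – static 4 h at 37 °C with compound, 1 h detection · Detection – adenylate kinase release luminescence · Read-out – signal increase indicating cell lysis · Control set – Clomiphene as positive lysis control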
LGR2 antag = inhibitors of bursicon-induced LGR2 CRE-luciferase signal, primary screen, cell-based, HEK293, CRE-luciferase reporter, bursicon stimulation; Drosophila bursicon receptor LGR2 (rickets); 0.35% of 380,000 active; AID 720647, 2013; bursicon-stimulated, 4 h; inhibition, % at 9.99 µM;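 active = drop in luminescence signal, shown as inhibition above about 50% in the replicate tests, limit read from the data, passing the limit was not always enough; inconclusive = probably only some replicates passing the limit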;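 note: agonist challenge used bursicon conditioned medium at about half maximal strength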
PglD inh = C. jejuni PglD acetyltransferase inhibitors, primary screen, biochemical, DTNB colorimetric, single point; 0.098% of 360,000 active; UDP-N-acetylbacillosamine N-acetyltransferase PglD (Campylobacter jejuni); purified PglD enzyme, DTNB colorimetric CoA detection; inhibition, % at 12.5 µM; in the data active = inhibition above about 16%, passing the limit was not always enough; inconclusive = no clear call, values can overlap the other calls; note: strong numbers were not always called active
PGC1a acetyl inh = inhibitors of PGC1a acetylation signal, primary screen, cell-based, U2OS, AlphaScreen, inhibitor mode. AID 651687, 2012. inhibition, % at 15.6 µM. AlphaScreen anti-acetyl-lysine; with virally co-expressed GCN5 acetyltransferase. 0.17% of 350,000 active;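 active = every replicate shows inhibition of at least 40%; inconclusive = mean inhibition at least 40% but some replicate below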;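 note: 0% = neutral control wells and 100% = positive control wells; some results beyond the cut were filed as inactive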
Starred values were filed as active, the others as inactive; ? = inconclusive; / = no result given.

The line under a structure holds: GSIS activator, PAX8 inh HTS, Statin myotox sup, ARNT TACC3 PPI, Cneo AK release, LGR2 antag, PglD inh, PGC1a acetyl inh
C[C@@H]1CCCCO[C@@H](CN(C)S(=O)(=O)c2ccc(F)cc2)[C@@H](C)CN([C@H](C)CO)C(=O)c2cc(NC(=O)Cc3ccccc3)ccc2O1
    2, 0, -8, -2, 4, -3, 0, 5
CCCNC(=O)N1[C@H](C(=O)NC2CCC2)[C@@H](CO)[C@@H]2Cn3c(ccc(-c4ccccc4OC)c3=O)[C@@H]21
    3, 9, -2, -2, 47, -2, 4, 5
COc1cccc(NC(=O)C2(C)CCN2C(=O)Cc2ccc(C(C)C)cc2)c1 (configuration not stated)
    -13, -2, -2, /, -1, 20, -3, -6
CC(C)c1ccc(NC(=O)COC(=O)/C=C/c2cccc(Br)c2)cc1
    11, 1, /, -1, /, -5, /, /
CC(C)(C)CNC(=O)[C@]1(C)CCC[C@@]2(C)C3CC[C@@]4(C)C[C@]3(CCC21)CC4=O (some centres not stated)
    14, -22, -5, -7, 0, 7, 4, /
C[C@H]1CN([C@@H](C)CO)C(=O)c2cc(-c3ccc(C#N)cc3)cnc2O[C@@H]1CN(C)Cc1ccncc1
    18, /, -13, 0, -1, -16, 2, -5
CCc1nc2ccccc2nc1N1CCN(S(=O)(=O)c2ccccc2)CC1
    -4, 24, /, /, 1, -1, 7, -4
CCC1(C)N=C(N)Nc2nc3cc(C)c(C)cc3n21 (configuration not stated)
    9, -16, 41, -4, 0, -4, -6, 2
NS(=O)(=O)c1ccc(CNC(=O)c2cccnc2Cl)cc1
    8, 31, -4, 0, 0, 1, 2, -5
C[C@H](CO)N1C[C@H](C)[C@@H](CN(C)C)OCCCC[C@H](C)Oc2ccc(NC(=O)c3ccncc3)cc2C1=O
    15, -15, -25, 6, -1, 16, 1, -9
O=C(COc1ccc(/C=N/NC(=O)c2ccncc2)cc1)Nc1cccc([N+](=O)[O-])c1
    /, -34, 12, /, -4, -7, 0, /
COc1ccc(CNC(=O)c2ccc(-c3cnn(C)c3)c3ccoc23)cc1OC
    /, -28, 10, /, 1, -87, -1, -18
O=C(N1CCCCC1)N1CCN(C(=O)N2CCCCC2)CC1
    -3, 4, -14, -5, /, 0, /, 4
CCOC(=O)c1c(-c2ccc(OC)c(OC)c2)csc1NC(=O)C1CCCO1 (configuration not stated)
    -6, 19, /, 9, /, 14, /, 6
CCN(Cc1ccccc1)Cc1cccc([N+](=O)[O-])c1
    /, /, 7, -1, -1, /, -7, -21
COCOCCn1cc(CN2CCS(=O)(=O)N(Cc3ccc(-c4ccc(F)nc4)cc3)C(CC(C)C)C2=O)nn1 (configuration not stated)
    -10, -8, -3, /, 1, -19, -1, 4
O=C(CCCN1CCC(O)(c2cccc(C(F)(F)F)c2)CC1)c1ccc(F)cc1
    -24, 3, -10, -2, -1, 10, 4, /
CC(=O)c1ccccc1NC(=O)COC(=O)c1cc[n+]([O-])cc1
    /, 15, -16, 9, 3, 3, -1, -1
O=C(Cc1cccc(NC(=O)C2CCN(C(=O)C3CC3)CC2)c1)Nc1cccc(C(=O)N2CCCC2)c1
    -8, -12, 7, 4, -1, -26, -4, -3
CN(CC(=O)Nc1ccccc1C(F)(F)F)C(=O)c1ccc2c(=O)n3c(nc2c1)CCC3
    5, -5, 1, 23, 0, -20, -2, /
O=C(COC(=O)c1ccc(S(=O)(=O)N2CCCCCC2)cc1)Nc1ccccc1C(F)(F)F
    11, -4, 1, /, 0, 3, 5, -4
Cc1[nH]c2ccc(CNS(=O)(=O)c3ccc(S(=O)(=O)N4CCOCC4)cc3)cc2c1C
    8, /, -17, 17, -3, -24, -2, 31
C[C@H](CO)N1C[C@H](C)[C@@H](CN(C)Cc2ccncc2)Oc2ccc(NC(=O)Cc3ccccc3)cc2C1=O
    -3, -18, -7, 1, 50, /, -2, 18
Cc1noc(C)c1S(=O)(=O)N1CCN(c2ccc(Cl)cc2)CC1
    -15, -39, 6, -4, 2, -8, -2, -1
COc1cc(C(=O)Nc2ccccn2)cc(OC)c1OC
    /, 6, 2, /, -1, /, -2, -11
CC(OC(=O)c1ccc(F)cc1)C(=O)Nc1nc(-c2cccc([N+](=O)[O-])c2)cs1 (configuration not stated)
    /, 35, /, -2, 2, 6, 0, 2
CC(C)N1CCC(N2CCN(Cc3cnc(-c4ccccc4)s3)CC2CCO)CC1 (configuration not stated)
    1, 4, /, -5, /, 14, /, /
Cc1noc(C)c1NC(=O)Nc1ccc2c(c1)CC(=O)N([C@@H](C)CO)C[C@@H](C)[C@H](CN(C)S(=O)(=O)c1ccccc1)O2
    -2, -28, -9, /, 2, 7, -1, 10
CN(C)c1ccc(NS(=O)(=O)c2ccc(Cl)cc2)cc1
    6, 20, /, 11, /, 16, /, /
COc1ccc(CNCCCn2cnc(C(=O)Nc3ccc(C)c(C)c3)n2)cc1
    -1, 11, 0, -2, 2, -15, -2, 10

The line under a structure holds: GSIS activator, PAX8 inh HTS, Statin myotox sup, ARNT TACC3 PPI, Cneo AK release, LGR2 antag, PglD inh, PGC1a acetyl inh
C[C@@H]1CN([C@H](C)CO)C(=O)Cc2cc(NS(C)(=O)=O)ccc2O[C@@H]1CN(C)S(=O)(=O)c1ccc(F)cc1
    22, 10, 18, -2, 1, 6, 1, 3
O=C(Nn1cnc2ccccc2c1=O)c1ccc(F)cc1Cl
    5, /, 40, 3, -1, -20, -1, -18
CN(C)[C@@H]1CCC[C@H]1OC(=O)C(c1ccccc1)c1ccccc1
    -5, 9, /, -3, /, 6, /, /
CCN(CC)S(=O)(=O)c1ccc2oc(Nc3ccc(OC)cc3)nc2c1
    -9, -16, -6, -4, -3, 1, 4, -3
CCN(CC)c1ccc(S(=O)(=O)N2CCOCC2)cc1NC(=O)Cn1nc(C)c([N+](=O)[O-])c1C
    -9, -1, -21, 4, -2, -7, 2, ?
N#Cc1ccc(OCCN2C(=O)NC3(CCSC3)C2=O)cc1 (configuration not stated)
    9, /, /, -5, -6, /, 1, /
Cc1cccc(NC(=O)CCS(=O)(=O)c2ccccc2)c1
    7, -52, 1, -9, /, -45, /, /
O=C(CSc1nnc(-c2ccccc2)n1Cc1ccccc1)NNC(=O)c1ccccc1O
    -13, 22, /, 3, 3, 6, -1, 14
CCc1ccc(Nc2nnc(SCC(=O)NC(=O)CN3CCCC3=O)s2)cc1
    9, -14, 13, 6, -5, 15, -1, -8
Cc1ccc(C(NC(=O)N2CCOCC2)C(Cl)Cl)cc1F (configuration not stated)
    9, -1, /, 0, /, -41, /, /
CCCS(=O)(=O)NC(=O)C1(C)CCCN(C(=O)c2c(F)ccc(C)c2F)C1 (configuration not stated)
    2, 19, 14, /, 0, 28, 3, -3
CC(=O)N1CCN(C(=O)/C(C#N)=C/c2ccc3c(c2)OCO3)CC1
    4, -13, -6, -2, 1, -6, -2, /
CCC(=O)N1CC(=O)N2[C@@H](CO)[C@H](c3ccc(-c4ccc(C(=O)N(C)C)cc4)cc3)[C@@H]2C1
    17, -24, /, /, /, 3, /, -3
Cn1c(NC(=O)c2ccco2)c(-c2ccc(Cl)cc2)c(=O)c2ccccc21
    -1, /, 6, 27, -2, 2, 1, 0
O=C(NCc1ccccc1)c1cc(C2CCCN(C(=O)C3CCCCC3)C2)on1 (configuration not stated)
    -21, 4, -7, /, 2, -9, -3, 1
CCCNC(=O)N[C@@H]1C=C[C@H](CC(=O)NC2CCCCC2)O[C@@H]1CO
    8, 7, -3, 8, -3, 1, 3, -3
CCCc1nc2cc(CC(=O)OC)ccc2o1
    /, -22, 10, 0, 1, /, 0, -4
C/C=C/c1ccc(OCCNCc2ccccc2)c(OC)c1
    7, 5, 4, -15, 12, 5, 6, 7
CCCCC(=O)NC(c1cccc([N+](=O)[O-])c1)c1c(OC(C)=O)ccc2ccccc12 (configuration not stated)
    /, /, 20, -6, 5, /, 1, -8
Cc1cc(NC(=O)CSc2nnc(C3CC3)n2C)no1
    /, 10, 2, -1, 1, /, -4, 3
FC(F)(F)c1ccccc1Cc1c(-c2ccccc2)nc2c3ccccc3ccn12
    10, -1, 14, /, -1, -17, 2, -1
Nc1nn(-c2ccccc2)c2ccc([N+](=O)[O-])cc12
    34, -62, -13, 1, -1, -14, 3, /
O=C(NNc1ccc(Cl)cc1)C1CCC1
    -8, -7, 4, -8, 1, -5, 2, -4
COc1cccc(CNC(=O)CN2C(=O)COc3ccc(S(=O)(=O)N4CCC(C)CC4)cc32)c1
    -3, 11, 18, 6, -1, 5, 4, 3
OC(CSc1ccccn1)CC(O)c1ccccc1 (configuration not stated)
    /, -26, /, -2, 0, /, -1, 11
c1ccc(-c2noc(-c3cccnc3)n2)nc1
    /, -75, 2, 20, -5, /, 2, 10
O=C(COc1ccccc1)NCc1ccccc1
    /, /, 1, 5, 0, /, 5, -4

Whole records as entered above. Order of screens: GSIS activator | PAX8 inh HTS | Statin myotox sup | ARNT TACC3 PPI | Cneo AK release | LGR2 antag | PglD inh | PGC1a acetyl inh
Cc1cc(NC(=O)CSc2nnc(C3CC3)n2C)no1 reads / | 10 | 2 | -1 | 1 | / | -4 | 3
CCc1ccc(Nc2nnc(SCC(=O)NC(=O)CN3CCCC3=O)s2)cc1 reads 9 | -14 | 13 | 6 | -5 | 15 | -1 | -8
CC(=O)N1CCN(C(=O)/C(C#N)=C/c2ccc3c(c2)OCO3)CC1 reads 4 | -13 | -6 | -2 | 1 | -6 | -2 | /
Cn1c(NC(=O)c2ccco2)c(-c2ccc(Cl)cc2)c(=O)c2ccccc21 reads -1 | / | 6 | 27 | -2 | 2 | 1 | 0
OC(CSc1ccccn1)CC(O)c1ccccc1 (configuration not stated) reads / | -26 | / | -2 | 0 | / | -1 | 11
